# Rev-erbA mod – modulators of Rev-erb alpha DNA binding, primary screen, biochemical, FITC-DNA, fluorescence polarization, uHTS; Nuclear receptor subfamily 1 group D member 1 (Homo sapiens), P20393; Rev-erbα–FITC-DNA binding, 90 min; activity, % at 10 µM; 370,000 compounds, 0.79% hits;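 active means activity above about 14%, limit read from the data; passing the limit was not always enough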;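 further: 0% = DMSO wells with 35 nM protein and 100% = DMSO wells with 750 nM protein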
# HGIII-sPLA2 inh – human group III sPLA2 inhibitors, primary screen, biochemical, QFRET, BODIPY PC-A2 liposome substrate | 370,000 compounds, 0.56% hits | Group 3 secretory phospholipase A2 (Homo sapiens), Q9NZ20 | inhibition, % at 12.2 µM | AID 743126, 2013 | QFRET BODIPY PC-A2 liposome hydrolysis, fluorescence;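 active means inhibition above mean plus 3 SD of compounds lying within the high and low control bounds, cut at about 19% in these data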;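 further: 0% = median of test compound wells and 100% = no enzyme DMSO wells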
# Tn6 DDE FP – inhibitors of Tn6 peptide binding to fibrin DD(E), primary screen, biochemical, fluorescence polarization, human fibrin, Tn6 probe. Fibrinogen beta chain (Homo sapiens), P02675. Fibrin DD(E) TRITC-Tn6 fluorescence polarization displacement. inhibition, % at 8.3 µM. 370,000 compounds, 0.21% hits. AID 720509, 2013;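 active means inhibition above a per-campaign cutoff: mean of compounds within control limits plus 3 SD, cut at about 15% in these data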;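 further: 0% = median of all compound wells on the plate and 100% = blocking peptide control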
# ASAP1 GAP inh – inhibitors of human ASAP1 ArfGAP activity, primary screen, biochemical, fluorescence polarization. ASAP1-stimulated ARF1 GTP hydrolysis, GDP FP detection. AID 624377, 2012. Arf-GAP with SH3 domain, ANK repeat and PH domain-containing protein 1 (Homo sapiens), …. 360,000 compounds, 0.19% hits. inhibition, % at 16.5 µM; in the data active means inhibition above about 25%;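 further: 0% = vehicle with enzyme and substrate and 100% = no enzyme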
# Target sequence (Q9ULH1 325-724 limits assumed): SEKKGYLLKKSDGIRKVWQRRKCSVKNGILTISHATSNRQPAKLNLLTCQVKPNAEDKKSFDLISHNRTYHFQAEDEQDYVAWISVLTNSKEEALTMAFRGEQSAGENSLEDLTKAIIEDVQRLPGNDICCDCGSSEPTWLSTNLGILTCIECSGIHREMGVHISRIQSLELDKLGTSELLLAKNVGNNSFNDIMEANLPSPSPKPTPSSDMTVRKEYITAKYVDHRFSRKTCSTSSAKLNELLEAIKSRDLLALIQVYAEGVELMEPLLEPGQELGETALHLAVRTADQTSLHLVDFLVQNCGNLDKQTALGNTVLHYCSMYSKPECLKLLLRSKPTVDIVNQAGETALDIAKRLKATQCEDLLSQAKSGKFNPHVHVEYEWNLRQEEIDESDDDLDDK
# KLK7 zymogen act – proKLK7 zymogen activators, primary screen, biochemical, fluorescence intensity | purified proKLK7, EDANS-DABCYL substrate fluorescence; 100% is mature enzyme control, 0% vehicle | Kallikrein-7 (Homo sapiens), P49862 | activation, % at 7 µM | 370,000 compounds, 0.9% hits;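 active means activation above the mean of all tested compounds plus 3 SD, computed per campaign excluding outliers beyond control limits, cut at about 13% in these data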
# Target sequence (P49862 whole entry, looked up): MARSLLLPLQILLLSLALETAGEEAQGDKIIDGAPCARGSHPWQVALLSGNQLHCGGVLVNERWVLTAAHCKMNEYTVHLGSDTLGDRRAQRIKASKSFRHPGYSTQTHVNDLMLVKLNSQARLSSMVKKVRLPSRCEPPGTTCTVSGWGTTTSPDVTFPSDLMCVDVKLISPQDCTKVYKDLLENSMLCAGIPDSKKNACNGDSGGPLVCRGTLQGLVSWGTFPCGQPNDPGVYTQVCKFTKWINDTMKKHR
# PLC-beta3 inh – human PLC-beta3 inhibitors, primary screen, biochemical, fluorescence; 1-phosphatidylinositol 4,5-bisphosphate phosphodiesterase beta-3 (Homo sapiens), Q01970; Purified PLC-beta3, fluorogenic substrate; inhibition, % at 12.2 µM; 370,000 compounds, 0.18% hits; AID 720704, 2013; in the data active means inhibition above about 11%;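 further: 0% = median of compound wells on plate and 100% = full blocker control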
# ARFGAP1 inh – inhibitors of rat ARFGAP1 GAP activity, primary screen, biochemical, fluorescence polarization, GDP tracer; ADP-ribosylation factor GTPase-activating protein 1 (Rattus norvegicus), Q62848; Arfgap1-stimulated ARF1 GTP hydrolysis, GDP FP detection; inhibition, % at 16.5 µM; 360,000 compounds, 0.26% hits;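 active means inhibition above a per-plate limit, mean inhibition of low control wells plus 3 SD, cut at about 25% in these data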;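 further: 0% = DMSO wells with enzyme and 100% = wells lacking Arfgap1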
# Target sequence (Q62848 1-136 limits assumed): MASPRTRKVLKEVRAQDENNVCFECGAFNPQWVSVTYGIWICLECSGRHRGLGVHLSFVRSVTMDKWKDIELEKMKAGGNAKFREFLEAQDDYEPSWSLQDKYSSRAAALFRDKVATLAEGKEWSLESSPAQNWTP
#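 Replicates: Single well per compound | Assay system: Truncated rat Arfgap1 GAP domain | Control set: No-Arfgap1 wells (100%) versus DMSO full-reaction wells (0%) | Times: Enzyme reaction 120 min at 25 °C after 20 min preincubation | Reagent: Human ARF1(Δ1-17)-GTP substrate | Measured by: Tracer-displacement fluorescence polarization with EDTA stop, 620/688 nm | Measure: Percent inhibition of Arfgap1-stimulated GTP hydrolysis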
# UHRF1 MBD2 ctr – UHRF1 methylated DNA binding inhibitors, primary screen, counter-screen for MBD2 inhibitor project, biochemical, TR-FRET, human UHRF1, single concentration | E3 ubiquitin-protein ligase UHRF1 (Homo sapiens), Q96T88 | UHRF1 binding to methylated oligo | inhibition, % at 4.4 µM | 370,000 compounds, 0.75% hits | AID 687016, 2013; in the data active means inhibition above about 21%;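 further: UHRF1 SRA domain binding a hemimethylated CpG hairpin DNA probe; 0% = median of test compound wells and 100% = reference inhibitor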
# Tn7 DDE FP – inhibitors of Tn7 peptide binding to fibrin DD(E), primary screen, biochemical, fluorescence polarization, human fibrin, Tn7 probe; Fibrinogen beta chain (Homo sapiens), P02675; FP displacement of FITC-Tn7 peptide from fibrin DD(E); 0% = median of compound wells per plate; inhibition, % at 8.3 µM; 370,000 compounds, 0.13% hits; AID 720508, 2013;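 active means inhibition above the mean of compounds falling within the control limits plus 3 SD of them, cut at about 14% in these data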;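 further: 0% = plate median of compound wells and 100% = 10 µM Aha-Tn7 peptide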
#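 Test system – human fibrin DD(E) · Times – 10 min preincubation, 3 h with tracer, room temperature · Detection – fluorescence polarization of the labelled Tn7 tracer · Measure – percent inhibition normalized to high-control wells · Benchmarks – high control wells with 10 µM unlabelled Aha-Tn7 peptide (full inhibition) · Repeats – singlicate testing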
# PLC-gamma1 inh – PLC-gamma1 enzyme inhibitors, primary screen, biochemical, fluorescence, purified enzyme. 1-phosphatidylinositol 4,5-bisphosphate phosphodiesterase gamma-1 (Homo sapiens), P19174. fluorogenic substrate. inhibition, % at 12.2 µM. 370,000 compounds, 0.84% hits. AID 720700, 2013; in the data active means inhibition above about 9.5%
# Active calls of the source: *; . = no result given. Outcome played no part in choosing rows; 4.5% or so of the library scored in one or more.
SMILES,Rev-erbA mod,HGIII-sPLA2 inh,Tn6 DDE FP,ASAP1 GAP inh,KLK7 zymogen act,PLC-beta3 inh,ARFGAP1 inh,UHRF1 MBD2 ctr,Tn7 DDE FP,PLC-gamma1 inh
O=C(Nc1ccc(N2CCCC2)c(Cl)c1)c1cccc(-c2cc3ccccc3oc2=O)c1,2,1,-3,-5,-0.9,-1,-7,-3,-6,-1
N#Cc1ccc(C(=O)NC2=NCCS2)cc1,0,3,-3,13,0.3,-4,-3,8,7,-3
COc1cc2c(cc1OC)CN(C(=O)CCOc1ccccc1)CC2,3,-5,-3,-2,0.1,-14,7,-1,-6,-3
Cc1ccc(-n2c(SCC(=O)N3CCOCC3)nc(O)c(Cc3ccccc3)c2=O)cc1,-1,11,-5,4,0.2,-5,2,-2,2,0
CCOC(=O)NC(=O)/C(C#N)=C\NNc1ncc(C(F)(F)F)cc1Cl,-7,-1,-5,-18,0.6,3,-14,2,-4,0
COC(=O)C1CCN(C(=O)C2CCCCC2)CC1,3,1,-4,8,0.0,5,9,2,3,-1
C[C@H]1[C@@H](OC(=O)Nc2ccc(C#N)cc2)CC[C@@]23CCCN2C(=O)CCC[C@@H]13,-1,4,2,.,.,5,.,-2,-2,1
COC(=O)c1oc2ccccc2c1NC(=O)CN1CCCC1,5,-3,3,-13,0.7,2,3,4,-7,5
CC(=O)Nc1ccc(Oc2cc(NC(C)=O)cc([N+](=O)[O-])c2)cc1,3,-4,-5,1,0.3,-1,8,0,7,0
Cc1onc(-c2ccccc2)c1NC(=O)N(Cc1ccccc1)C(C)C,-5,3,9,-2,-0.2,-4,1,3,1,5
Cn1c(=O)cc(N2CCCCC2)[nH]c1=O,3,17,0,0,0.0,-2,3,-1,2,1
CCCCCCOC(=O)NCC(O)c1ccccc1 (centres undefined),-1,-6,2,-2,0.8,0,8,6,5,6
COC(=O)[C@@H]1C[C@@H]2CC[C@@H](O)C[C@@H]2N1Cc1ccc(N2CCN(C)CC2)cc1,-2,6,-7,1,0.1,-2,11,1,-4,0
CC(=O)N1CCOc2ccc(S(=O)(=O)N3CCC(C)CC3)cc21,2,-3,4,-4,-0.9,-6,7,1,4,-2
CCN1C(=O)CSC1=Nc1cccc(C(=O)O)c1,9,2,4,-14,-0.1,0,-8,4,3,0
Cc1nn(-c2ccccc2)c(C)c1C=O,-1,0,-1,-7,0.2,0,7,1,3,0
COC(=O)c1ccc(NC(=O)CSc2nc3ccccc3c(=O)[nH]2)cc1,14,-4,0,-1,0.6,0,-1,1,-3,-4
COc1ccccc1C(CNC(=O)c1ccc(S(=O)(=O)NCc2ccco2)cc1)N(C)C (centres undefined),0,-6,1,-5,-0.2,5,12,-3,6,2
Cc1nnc(NC(=O)c2cc(-c3ccncc3)nc3c(C)cccc23)s1,6,-4,-2,11,0.7,-29,12,-2,2,-15
CCC(=O)NCCNc1nc2cc(C)c(C)cc2cc1C#N,-2,1,2,-10,3.3,-27,2,-1,-4,-25
CC1CCCN(C(=O)c2cccc(S(=O)(=O)N3CCCC3)c2)C1 (centres undefined),-4,0,-3,-5,0.1,-6,3,-2,1,1
Cc1ccc(CNC(=O)c2c(-c3ccccc3Cl)noc2C)cc1,-1,0,-4,-3,-0.9,0,-2,-1,0,0
O=C(CC1SCCNC1=O)Nc1cc(Cl)cc(Cl)c1 (centres undefined),-3,-7,1,-5,0.2,12*,-3,3,-5,3
Cc1ccc2nc(-c3cccc(Br)c3)c(CC3CCCCC3)n2c1,-2,3,7,3,0.8,-16,-5,21*,1,-6
CCN=C(NCC)SC1CC(=O)N(c2ccccc2)C1=O (centres undefined),0,3,-2,4,0.2,0,-13,0,-1,3

# Going on with the list.
SMILES,Rev-erbA mod,HGIII-sPLA2 inh,Tn6 DDE FP,ASAP1 GAP inh,KLK7 zymogen act,PLC-beta3 inh,ARFGAP1 inh,UHRF1 MBD2 ctr,Tn7 DDE FP,PLC-gamma1 inh
O=C(CSc1ncccn1)N/N=C/c1cccs1,-1,-1,-4,5,-0.1,2,5,-5,-2,3
O=c1oc2ccccc2cc1C1=Nn2c(nnc2-c2cccnc2)SC1,4,2,15*,-11,-1.1,-1,11,3,-1,-2
CCC(C)(C(=O)NC1CCCCC1)N(Cc1ccco1)C(=O)Cc1cccs1 (centres undefined),-4,5,-8,-8,0.0,1,-2,1,-2,1
Cc1nc2ccccc2c(=O)n1NC(=O)c1cc(Br)ccc1Cl,-6,2,-5,10,-0.9,-8,12,-1,-2,-1
COc1ccc(NC(=O)N(C)C[C@H]2Oc3ccc(NS(=O)(=O)c4ccc(F)cc4)cc3C(=O)N([C@H](C)CO)C[C@@H]2C)cc1,1,-2,3,-8,0.0,0,-5,5,1,0
COc1ccc(NC(=S)N2CCC(NC(=O)c3ccc(OC)cc3)CC2)cc1,-2,-9,-10,-7,-0.3,-4,-5,-2,0,1
C=CCn1c(COc2ccc(Cl)cc2)nnc1SCC(=O)c1ccccc1,6,-49,5,.,-0.1,-1,.,0,5,-2
Cc1cc(C)cc(N=Cc2ccc([N+](=O)[O-])s2)c1,-1,9,-11,-5,-0.9,1,-2,0,0,0
CC1CCC(N(C(=O)c2csnn2)C(C(=O)NC(C)(C)C)c2cccnc2)CC1 (centres undefined),-1,-3,4,1,-0.3,1,14,11,-2,1
CCCn1c(SCC(=O)NC2CCCC2)nnc1C(C)C,-3,2,1,1,0.2,-6,4,0,-4,-2
Cc1ccc(CC(=O)Nc2nccs2)cc1C,7,9,-6,-2,-0.6,-6,6,6,-3,1
CC1(C)CC(=O)c2cn3ncnc3nc2C1,-2,-4,6,12,-0.1,2,-2,-4,0,2
O=C(NC1CCCC1)C1C(c2ccccc2)=Nc2ccccc2N1C(=O)c1ccc(C(F)(F)F)cc1 (centres undefined),-5,-1,5,-5,0.0,1,-5,15,6,-1
CCOC(=O)c1ccc(N2C(=O)c3n[nH]c(C)c3C2c2ccc(O)cc2)cc1 (centres undefined),-6,-31,-6,12,0.3,-1,6,1,0,-1
O=C(c1ccco1)N1CCN(C2CN(Cc3ccc([N+](=O)[O-])cc3)S(=O)(=O)C2)CC1 (centres undefined),-3,15,0,-14,-0.6,2,-5,2,5,-2
CCN1CCN(C(=S)c2ccc([N+](=O)[O-])cc2)CC1,-4,8,4,-12,0.4,4,-1,1,7,2
COc1ccc(-c2noc(CN3CCN(C(=O)c4cccs4)CC3)n2)c(OC)c1OC,-4,1,2,15,-0.3,-6,-4,-1,-6,1
Cc1cccc(-n2c(O)c(C=Nc3ccccc3-c3n[nH]c(=S)[nH]c3=O)c3ccccc3c2=O)n1,-8,8,-3,-2,11,-243,12,-4,1,-180
CCOC(=O)c1c(C)[nH]c(C(=O)COC(=O)[C@H](C)N2C(=O)C3CCCCC3C2=O)c1C (some centres undefined),-2,4,8,-7,0.5,-1,-4,3,11,3
COc1ccc(OC)c(NC(=S)NCc2ccc(S(N)(=O)=O)cc2)c1,1,4,-1,7,0.1,-1,7,-1,-5,1
O=C(COC(=O)Cc1c(F)cccc1Cl)NCc1ccc2c(c1)OCO2,1,-3,-6,11,-0.3,2,-2,-1,-3,0
Cn1cnnc1SCC(=O)Nc1ccc2nc(SCc3cccc4ccccc34)sc2c1,2,-41,2,4,0.0,0,0,-5,-6,9
Cc1cc(=O)oc2cc(OCC(=O)N3CCN(c4ccc(F)cc4)CC3)ccc12,-4,2,-4,9,0.7,-23,2,0,-5,-4
CCc1ccc(NC(=S)N2CCC(NC(=O)C3CCCCC3)CC2)cc1,1,-4,2,-8,0.7,-2,-3,-3,3,8
O=C(Nc1ccc(F)cc1Cl)C1CCCN1S(=O)(=O)c1cccc2cccnc12 (centres undefined),2,4,4,.,1.1,0,.,1,6,-2

# Screening data (PubChem BioAssay)
